From PubChem BioAssay
TrxR1 substrate = qHTS Assay for Substrates of Mammalian Selenoprotein Thioredoxin Reductase 1 (TrxR1): qHTS; Thioredoxin reductase 1, cytoplasmic (Rattus norvegicus), O89049; purified TrxR1 substrate turnover, NADPH consumption readout; Potency, µM (series often up to 114 µM), inactives show at the highest dose activity change, negative = substrate turnover; actives 0.01% (n = 390,000); further: potency means the concentration at half of the fitted maximal effect; on the % scale 0 is the no-effect control and ±100 the full control effect; nearly all actives have a fitted effect of over 50% in size
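Rat TrxR1, dispensed at 90 nM, was prereduced with 400 uM NADPH (final) for 5 min at ~22 deg C, then incubated with compound 15 min before 400 uM selenite. A first-read NADPH fluorescence drop versus no-compound background flagged substrates.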
USP1-UAF1 inh = Inhibitors of USP1/UAF1: Primary Screen; Ubiquitin carboxyl-terminal hydrolase 1 (Homo sapiens), O94782; recombinant USP1/UAF1, Ub-Rhodamine cleavage fluorescence; Potency, µM (top dose mostly 57.1 µM), for the others: top-dose activity change, negative = inhibition, hits mostly inhibitors; actives 0.23% (n = 390,000); AID 743255, 2014; further: potency means the concentration at half of the fitted maximal effect; on the % scale 0 is the no-effect control and ±100 the full control effect; nearly all actives have a fitted effect of over 60% in size; inactives centre near -12
Target sequence (O94782 whole entry, looked up): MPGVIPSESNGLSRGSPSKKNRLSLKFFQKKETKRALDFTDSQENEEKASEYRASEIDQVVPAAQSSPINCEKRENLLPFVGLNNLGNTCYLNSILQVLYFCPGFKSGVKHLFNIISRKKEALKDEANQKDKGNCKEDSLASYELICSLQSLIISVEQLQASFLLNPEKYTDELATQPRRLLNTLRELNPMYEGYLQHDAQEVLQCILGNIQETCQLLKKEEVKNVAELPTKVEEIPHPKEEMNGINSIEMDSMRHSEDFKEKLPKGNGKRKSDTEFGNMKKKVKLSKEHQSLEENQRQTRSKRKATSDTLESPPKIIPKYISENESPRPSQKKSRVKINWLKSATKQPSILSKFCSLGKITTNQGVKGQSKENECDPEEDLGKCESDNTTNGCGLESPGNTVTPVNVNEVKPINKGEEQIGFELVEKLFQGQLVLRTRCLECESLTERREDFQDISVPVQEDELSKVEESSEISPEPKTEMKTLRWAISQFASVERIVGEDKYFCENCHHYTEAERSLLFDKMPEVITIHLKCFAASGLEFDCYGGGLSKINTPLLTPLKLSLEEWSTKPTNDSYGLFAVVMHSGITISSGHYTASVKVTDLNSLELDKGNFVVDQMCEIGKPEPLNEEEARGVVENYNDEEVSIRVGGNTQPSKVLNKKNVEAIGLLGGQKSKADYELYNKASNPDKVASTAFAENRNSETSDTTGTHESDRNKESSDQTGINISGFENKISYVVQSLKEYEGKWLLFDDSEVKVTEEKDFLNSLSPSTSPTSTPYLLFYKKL
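Step one: compound is pinned into 1nM USP1/UAF1 in HEPES pH 7.8 buffer with TCEP. Step two: 15 min room-temperature incubation. Step three: Ub-Rho (150nM final) starts cleavage, tracked by fluorescence over six one-minute reads.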
Vif-APOBEC3G blk = qHTS for Inhibitors of Vif-A3G Interactions: qHTS; DNA dC->dU-editing enzyme APOBEC-3G (Homo sapiens), Q9HC16; Potency, µM (highest dose often 46.1 µM), without a hit: at the highest dose activity, negative = active, most hits filed as inhibitors; HeLa A3G-eYFP + Vif (tagged APOBEC3G with the HIV-1 protein that degrades it), YFP fluorescence, overnight; actives 0.076% (n = 410,000);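 further: potency means the concentration at half of the fitted maximal effect; on the % scale 0 is the no-effect control and ±100 the full control effect; nearly all actives have a fitted effect of over 60% in size; hits raise eYFP signal because A3G escapes Vif-driven loss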
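HeLa cells stably expressing Vif and C-terminally eYFP-tagged A3G, seeded overnight at 37 deg C, then exposed to compound by pintool overnight at 37 deg C. Rise in yellow fluorescence (Ex 488/Em 500-530, Acumen) marks blocked Vif-driven A3G degradation.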
LDHA inh = qHTS assay for inhibitors of human lactate dehydrogenase. L-lactate dehydrogenase A chain (Homo sapiens), P00338. purified LDHA, NADH/diaphorase-resazurin fluorescence; hits give low values. activity change, % (values are at about 110 or 230 µM). actives 0.15% (n = 480,000). AID 1347041, 2019; in the data active means activity change below about -30%; inconclusive means mostly about -25% to -30%;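 further: plate controls were DMSO wells for no effect and wells without enzyme for full effect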
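Human LDH5 (2 nM) was incubated with 0.06 mM NADH and 0.2 mM pyruvate for 5 min at room temperature in Tris pH 7.4. Remaining NADH was coupled through diaphorase/resazurin, and resorufin fluorescence was read at 0 and 20 min.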
Vif-A3F inh = qHTS for Inhibitors of Vif-A3F Interactions: qHTS; HeLa A3F-eYFP + Vif (tagged APOBEC3F with the HIV-1 protein that degrades it), YFP fluorescence increase; Potency, µM (highest dose often 46.1 µM), for the others: at the top dose activity, negative = active; actives 0.2% (n = 390,000); AID 602313, 2012; further: potency means the concentration at half of the fitted maximal effect; % of control where 0% means no effect; nearly all actives have a fitted effect of over 65% in size
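HeLa cells stably expressing A3F-eYFP plus Vif, plated and incubated overnight at 37 deg C, then exposed to compounds overnight at 37 deg C. Blocked degradation read as raised yellow fluorescence (Ex 488/Em 500-530).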
mIDH1 inhibitor = qHTS for Inhibitors of mutant isocitrate dehydrogenase 1 (IDH1): qHTS; actives 0.093% (n = 390,000); Potency, µM (doses to about 76.6 µM), without a hit: at the top dose activity change, negative = inhibition, actives largely listed as inhibitors; AID 602179, 2012; Isocitrate dehydrogenase [NADP] cytoplasmic (Homo sapiens), O75874; IDH1-R132H enzyme, NADPH consumption, diaphorase/resazurin fluorescence; further: potency means the concentration at half of the fitted maximal effect; on the % scale 0 is the no-effect control and ±100 the full control effect; nearly all actives have a fitted effect of over 65% in size
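IDH1-R132H (0.5 ug/mL dispensed) in pH 7.5 Tris buffer was preincubated 30 min with compound, then given a substrate mix of 0.016 mM NADPH and 2 mM alpha-KG for 80 min at room temperature; remaining NADPH was read by diaphorase/resazurin fluorescence.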
rTrxR1 inhibitor = qHTS Assay for Inhibitors of Mammalian Selenoprotein Thioredoxin Reductase 1 (TrxR1): qHTS. Thioredoxin reductase 1, cytoplasmic (Rattus norvegicus), O89049. recombinant rTrxR1, NADPH fluorescence consumption, selenite substrate. Potency, µM (doses to about 114 µM), without a hit: at the top dose activity change, negative = inhibition, most hits filed as inhibitors. actives 1% (n = 390,000). AID 588453, 2011; further: potency means the concentration at half of the fitted maximal effect; on the % scale 0 is the no-effect control and ±100 the full control effect; nearly all actives have a fitted effect of over 65% in size
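Rat TrxR1 (90 nM in the dispensed reagent) was pre-reduced with 400 uM NADPH for 5 min at room temperature, then incubated with compound for 15 min. After 400 uM selenite was added, NADPH fluorescence (Ex 340/Em 450 nm) was followed for 8 min.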
RGS4 inh = Inhibitors of Regulator of G Protein Signaling (RGS) 4: qHTS; actives 0.039% (n = 390,000); Potency, µM (highest dose often 114 µM), inactives show at the highest dose activity change, negative = inhibition, actives largely listed as inhibitors; Transcreener GDP fluorescence polarization, RGS4-accelerated GTP hydrolysis; AID 504845, 2011; further: potency means the concentration at half of the fitted maximal effect; on the % scale 0 is the no-effect control and ±100 the full control effect; nearly all actives have a fitted effect of over 75% in size; some results filed as inactive show a strong effect at the top dose
Target sequence (P49798 whole entry, looked up): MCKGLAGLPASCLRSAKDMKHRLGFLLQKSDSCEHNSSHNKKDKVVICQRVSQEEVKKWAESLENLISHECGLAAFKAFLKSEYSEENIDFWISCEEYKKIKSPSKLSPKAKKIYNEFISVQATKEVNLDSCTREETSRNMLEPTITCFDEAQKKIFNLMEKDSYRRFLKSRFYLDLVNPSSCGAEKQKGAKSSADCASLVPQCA
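MLSMR compounds (23 nl, pin-transferred) preincubated 10 min at room temperature with a 500nM (2x) first reagent, then RGS4 at 900nM (2x) plus Transcreener GDP mix added; fluorescence polarization (620/688 nm) read before and after 90 min at 30 °C.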
GRP78 ERSR act = qHTS for Inducers of the Endoplasmic Reticulum Stress Response (ERSR) in Human Glioma: qHTS; Potency, µM, for inactives: at the top dose activation, usual class: activators; AID 602332, 2012; actives 0.02% (n = 420,000); U87-MG GRP78 promoter luciferase reporter, 16 h; further: potency means the concentration at half of the fitted maximal effect; series mostly up to about 76 µM; % of control where 0% means no effect; nearly all actives have a fitted effect of over 35% in size
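ERSR induction read as luciferase luminescence (Bright-Glo, 10 min at room temperature) in stably transfected human U87-MG glioma cells exposed to compounds for 16 h, using GRP78 as sensor.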
Active calls of the source: *; ? = inconclusive; nt = no result given; [ ] = dose if it differs, or a comment. Unless noted, the call rests on the fitted dose curve; in most records, active means well fitted curve in the direction sought with a large enough effect; inconclusive means small, poorly fitted or top-dose-only effect, or another doubt; inactive means no such curve, though single readings can be large; an effect the other way counts as inactive or inconclusive.

mol | TrxR1 substrate | USP1-UAF1 inh | Vif-APOBEC3G blk | LDHA inh | Vif-A3F inh | mIDH1 inhibitor | rTrxR1 inhibitor | RGS4 inh | GRP78 ERSR act
CCc1ccc2c(c1)C(c1ccc([N+](=O)[O-])cc1)=NNC(c1ccc(C)cc1)=N2 | -5.4% | -22.8% | 3.1% | -6.1 | -0.4% | 4.0% | 15.4%[0.0914 µM] | -9.7% | -1.0%
N/C(Cn1cncn1)=N\NC(=O)C(=O)Nc1cccc(C(F)(F)F)c1 | 4.7% | -26.8% | -9.8% | 1.9 | ? | -4.8% | 9.6% | 1.5% | -1.9%
O=C(c1cncc(Br)c1)N1CCN(c2ccc([N+](=O)[O-])cc2)CC1 | -18.2% | 4.2% | 1.5% | -4.7 | 8.5% | 4.4% | -17.3% | 3.5% | -2.8%
Cc1ccc(OCC(=O)OCc2cc(=O)n3nc(C4CCCCC4)sc3n2)cc1C | -1.5%[57.1 µM] | -12.8% | 2.0% | -8.3 | 4.0% | -0.7% | 11.8%[57.1 µM] | 22.0% | 1.1%
O=C(NC1CC1)C1=C[C@@H](C2CC2)C[C@@H](OCCCCO)O1 | 10.0%[57.1 µM] | -6.3% | 0.0% | -8.9 | 4.0% | 3.2% | 25.3%[57.1 µM] | 10.6% | -4.0%
Cc1nc(-c2ccncc2)nc(NCCNc2ncccc2C(F)(F)F)c1Cl | 0.3% | -22.8% | -13.5% | -2.9 | 4.4% | 6.5% | 16.4% | 2.2% | -4.1%
O=C(COC(=O)c1ccc(S(=O)(=O)N2CCOCC2)cc1)Nc1ccccc1F | 16.5% | -12.8% | -10.2% | -0.8 | ? | 13.9% | 29.8% | -12.9% | -2.0%
CCN(CC)S(=O)(=O)c1ccc(C(=O)OCC(=O)N2CCN(C(=O)c3ccco3)CC2)cc1 | 5.7% | -14.3% | 1.7% | -4.8 | nt | 2.8% | 3.9% | -12.4% | -4.9%
O=C(NCC1CCCO1)c1coc2nc3ccccc3nc12 (stereo not given) | 22.0% | 0.5% | -5.5% | 0.7 | -0.1% | 3.9% | -19.0% | -23.7% | -2.8%
COc1ccc(Cc2nc(-c3ccncc3)no2)cc1 | 5.5% | -12.7% | -6.9% | -2.5 | 7.7% | 0.3% | -4.7%[57.1 µM] | -7.2% | -6.5%
CN(C(=O)CCNC(=O)N1CC(=O)Nc2ccccc21)C1CCCCC1 | 5.6% | -4.0% | 1.6% | -9.6 | -9.1% | -7.3% | 34.6% | 23.0% | -4.5%
COc1ccc(Cl)cc1NC(=S)NCc1ccccn1 | -9.5% | -4.7% | -3.9% | -4.7 | ? | 1.4% | -14.2% | -3.4% | -0.7%
COc1ccc(NC(=O)CCC(=O)OC(C(=O)c2ccccc2)c2ccccc2)cc1 (stereo not given) | -6.0% | -23.2% | 0.1% | 2.8 | 3.1% | 2.1% | -0.2% | 6.0% | -1.5%
COc1cc(C(=O)NNC(=S)NC(=O)c2ccc(Cl)cc2)cc(OC)c1OC | -15.0% | -13.9% | ? | -4.1 | -2.3% | -2.7% | -34.2% | -34.5% | 2.2%
CCC(C)NC(=O)/C(=C/c1ccco1)c1ccccc1 (stereo not given) | 4.9% | -24.6% | -4.1% | 4.7 | -4.2% | -3.2% | ? | -52.6% | -1.6%
COc1ccc(N(CC(=O)Nc2c(C)n(C)n(-c3ccccc3)c2=O)S(=O)(=O)c2ccc(F)cc2)cc1 | 1.8%[11.4 µM] | 9.2% | 0.6% | 3.4 | ? | -6.2% | 3.9% | -17.2% | -1.7%
COc1ccccc1NC(=O)CN1CCN(CC(=O)Nc2cc(NC(C)=O)ccc2OC)CC1 | -0.4%[57.1 µM] | -3.6% | -0.2% | 3.6 | 5.9% | -1.3% | -11.0%[57.1 µM] | 19.3% | -5.5%
Cc1ccc(N(C)S(=O)(=O)c2ccc(-c3coc(C)n3)cc2)cc1 | 1.2%[57.1 µM] | -20.5% | -5.3% | 1.1 | 0.2% | 0.0% | 24.7%[57.1 µM] | -18.3% | -2.7%
COc1ccccc1CCNC(=O)c1cc(COc2cccc(C(F)(F)F)c2)on1 | -15.1% | -17.5% | 3.5% | 1.0 | 0.9% | 2.6% | -8.4% | 1.4% | -5.7%
CN(C)c1ccc(NC(=O)CSCc2nc3c(nnn3Cc3ccc(F)cc3)c(=O)[nH]2)cc1 | -3.3% | -2.8% | 3.4% | 23.1 | -12.8% | 1.9% | -2.6% | -30.7% | -4.6%
CCN(Cc1ccccc1)C(=O)Cn1c(=O)n(-c2ccc(C)c(C)c2)c(=O)c2c(C)c(C)sc21 | -2.6% | -16.0% | -0.3% | -3.3 | 1.5% | 0.0% | 12.4% | 21.0% | -4.3%
CCCC1CC(CSC(=N)N)OC1=O (stereo not given) | -10.2% | -12.2% | 1.8% | -8.2 | 3.9% | 0.5% | 17.1%[57.1 µM] | -0.9% | -7.1%
CCCCCOc1ccc(/C=C/C(=O)Nc2sc(C)c(C)c2C(=O)OCC)cc1OC | 3.4% | -3.0% | 3.6% | -3.8 | 2.1% | 0.0% | -8.6% | ? | ?
CCc1c(O)nc(SCC(=O)Nc2ccccc2C)[nH]c1=O | 7.2% | -6.4% | 2.2% | -5.8 | -0.8% | -2.9% | 8.4% | 2.4% | -2.9%
COc1ccc(CCNC(=O)Cn2cnc3ccccc3c2=O)cc1OC | -9.5% | -4.9% | -0.4% | 2.2 | 8.6% | 0.2% | -9.2% | -15.4% | -3.3%
O=C(CN1C(=O)c2ccccc2C1=O)Nc1ccccc1F | 4.1%[57.1 µM] | -9.9% | 1.1% | -3.6 | -4.7% | 1.1% | 15.7%[57.1 µM] | 6.8% | -3.2%
C=CCOc1cccc(C(=O)N2CCCC(CNS(=O)(=O)c3cccs3)C2)c1 (stereo not given) | 0.1% | -1.2% | 0.0% | -4.3 | 0.8% | 4.2% | 16.0% | 9.2% | -0.5%
Cc1ccc(C(=O)N/N=C/c2c[nH]c3ccccc23)o1 | -16.3% | -11.8% | 3.4% | -5.0 | -2.7% | 2.9% | -12.2% | -22.3% | 7.7%
O=C(NCc1ccco1)c1ccc2c(c1)N(Cc1cccc(Cl)c1)C(=O)c1ccccc1S2(=O)=O | -0.2%[57.1 µM] | -12.0% | 0.4% | 4.3 | 4.7% | -5.0% | 21.0%[57.1 µM] | -32.8% | -2.5%
CC(=O)c1ccc(-c2nnc(CCC(=O)N3CCCC(C(=O)CC(C)C)C3)o2)s1 (stereo not given) | -9.8% | -24.8% | 5.2% | 1.6 | 0.3% | -4.0% | ? | 2.2% | 12.6%
COc1ccc(NC(=O)c2cc(-c3cccs3)on2)c(OC)c1 | 9.7% | -9.3% | -0.2% | -11.9 | 1.2% | -15.0% | 23.6% | 32.4% | -4.2%
CC(C)CC1C(=O)N(Cc2cn(CC3CCCCC3)nn2)CCS(=O)(=O)N1Cc1ccc(-c2cccc(C#N)c2)cc1 (stereo not given) | -2.0% | -3.9% | -4.9% | -6.1 | -2.4% | -12.2% | 30.6%[activator] | 14.7% | -1.0%
CCn1c(SCC(=O)N/N=C/c2c[nH]c3ccccc23)nnc1-c1ccc(Cl)cc1 | -3.8% | -14.0% | ? | 2.1 | 1.2% | 4.8% | 3.3% | -38.1% | -3.3%
Cc1ccsc1C1C(C#N)=C(N)OC2=C1C(=O)CC(C)(C)C2 (stereo not given) | 4.0% | ? | -2.0% | -4.8 | -8.7% | 8.5% | 11.2% | -35.6% | 1.1%
Cn1c(=O)[nH]c(=O)c2c1nc(N1CCNCC1)n2Cc1ccccc1Cl | 2.9% | -13.7% | -0.2% | -2.4 | -1.6% | 0.0% | 24.2% | -11.5% | -5.5%
CCOc1ccc(CNC(=O)c2ccc(NC(=O)N3CCSc4ncccc43)cc2)cc1 | 10.7% | -7.0% | 5.3% | -0.2 | -7.6% | 12.4% | 7.9% | -13.9% | -0.8%
O=C(Nc1ccc(N2CCOCC2)c(S(=O)(=O)Nc2cc(Cl)ccc2Cl)c1)c1cccnc1 | -0.1% | -5.1% | -11.4% | -0.9 | -2.2% | -1.3% | 14.4% | 3.9% | -0.1%
COc1ccccc1NS(=O)(=O)c1cc(NC(=O)CCc2nc3ccccc3c(=O)[nH]2)ccc1C | -3.6% | -14.9% | -6.4% | -2.2 | -3.9% | 8.3% | -5.8% | -4.8% | 0.2%

Only part of the results is shown; rates above refer to the full screens.
